# TRPV1 ag – HTS Assay for Compounds that Act as Agonists of the Vanilloid Receptor 1; Transient receptor potential cation channel subfamily V member 1 (Homo sapiens), Q8NER1; TRPV1-expressing cells, Fluo-8 calcium influx, agonist mode; activation, % at 8.33 µM; actives 0.19% (n = 320,000); AID 540275, 2011; in the data active means activation above about 80%; inconclusive means between about 30% and that limit; further: 0% is about no effect
#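 Cells expressing TRPV1 were dye-loaded with Fluo-8 and read kinetically: 10 s baseline, 3 min after compound (agonist portion), then 2 min after EC20 capsaicin (allosteric enhancer portion). Calcium-bound dye fluorescence at 480/520 nm.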
# hERG WT inh – qHTS for Inhibitors of KCHN2 3.1: Wildtype qHTS. actives 0.37% (n = 340,000). Voltage-gated inwardly rectifying potassium channel KCNH2 (Homo sapiens), Q12809. activity change, % at 1.84 µM. U2OS, BacMam KCNH2, thallium flux FluxOr; active compounds read low;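 active means maximum activity change below -70%; inconclusive means maximum activity change between -70% and -50%; inactive means maximum activity change above -50%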; further: on the % scale 0 is the no-effect control and ±100 the full control effect
#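 U2OS cells transduced with wild-type KCNH2 virus are loaded with FluxOr dye for 45 min, and thallium flux is measured in kinetic reads before and after stimulation buffer. Rate constants are normalized to DMSO controls.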
# KCNH2 3.1 inh – qHTS for Inhibitors of KCHN2 3.1: Mutant qHTS; Potassium voltage-gated channel subfamily H member 2, brain isoform KCNH2 3.1 (human); U2OS KCNH2 3.1, thallium flux FluxOr; active compounds read low; activity change, % (tested at about 1.8 µM); actives 0.95% (n = 340,000);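 active means maximum activity change below -70%; inconclusive means maximum activity change from -70% to -50%; inactive means maximum activity change above -50%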;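 further: thallium influx rate constant from kinetic fluorescence after stimulation buffer; on the % scale 0 is the no-effect control and ±100 the full control effect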
#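 Measured as rate of thallium-driven FluxOr signal in transduced U2OS cells carrying the 3.1 channel, read kinetically for 2 min upon stimulation; values are rate constants scaled to DMSO control wells.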
# MBNL1 CUG block – qHTS Assay for Inhibitors of MBNL1-poly(CUG) RNA binding. Muscleblind-like protein 1 (Homo sapiens), Q9NR56. TR-FRET MBNL1-His/biotin-(CUG)12 binding, 665/545 ratio. Potency, µM (titrated, usually from 57.5 µM), for the others: at the top dose activity change, negative = inhibition, most hits filed as inhibitors. actives 0.036% (n = 280,000); active means well fitted inhibition curve with a large enough effect in the signal ratio, with a control signal flat, not every such curve was filed as active; inconclusive means small, poorly fitted or top-dose-only effect, or effect the other way, or a change in a side signal; inactive means no such curve, though single readings can be large or run the other way; the % refers to the signal ratio; further: potency means the concentration at half of the fitted maximal effect; on the % scale 0 is the no-effect control and ±100 the full control effect
# Target sequence (Q9NR56 whole entry, looked up): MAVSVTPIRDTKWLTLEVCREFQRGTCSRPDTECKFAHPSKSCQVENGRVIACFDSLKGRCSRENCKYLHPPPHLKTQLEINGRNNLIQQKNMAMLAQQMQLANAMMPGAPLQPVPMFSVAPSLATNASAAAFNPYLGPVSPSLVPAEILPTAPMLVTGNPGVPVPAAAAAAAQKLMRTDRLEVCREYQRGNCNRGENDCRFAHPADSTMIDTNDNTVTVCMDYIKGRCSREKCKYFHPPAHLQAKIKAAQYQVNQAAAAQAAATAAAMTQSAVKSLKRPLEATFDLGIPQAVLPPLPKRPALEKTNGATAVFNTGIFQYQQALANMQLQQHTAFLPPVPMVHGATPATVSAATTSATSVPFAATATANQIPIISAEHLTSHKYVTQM
#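 His-tagged MBNL1 binding to biotinylated (CUG)12 RNA was measured by TR-FRET using terbium anti-His antibody (0.055 ng/ul final) and streptavidin-XL665 (5 nM final). Compounds were titrated 92 nM to 58 uM; 60 min at room temperature.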
# FBPA coupling cs – qHTS Assay for Inhibitors of Fructose-1,6-bisphosphate Aldolase from Giardia Lamblia: Coupling assay counterscreen. actives 0.67% (n = 290,000). activity change, negative = inhibition, % at 58.2 µM, hits read low. AID 2472, 2010. coupling enzyme system counterscreen, AmpLite Red fluorescence; in the data active means activity change below about -30%; further: on the % scale 0 is the no-effect control and ±100 the full control effect
#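 First, compound is pin-transferred into glyceraldehyde-3-phosphate coupling-enzyme reagent at 57.5 uM final and held 10 min at RT. Next, substrate, coupling system and AmpLite Red are added. After 20 min RT, fluorescence (525/598 nm) is read.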
# Integrin act MD – qHTS for Activators of Integrin-Mediated Alleviation for Muscular Dystrophy | alpha7betagal myoblasts, beta-gal FDG fluorescence, 48 h | Potency, µM (series often up to 38.3 µM), for the others: top-dose activation, usual class: activators | actives 0.064% (n = 350,000);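 further: potency means the concentration at half of the fitted maximal effect; 100% = response of the positive control SU9516; nearly all actives have a fitted effect of over 60% in size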
#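 alpha7betagal+/- myoblasts (passage 13, 250/well) treated 48 h at 37C with compounds at 1:260 dilution of DMSO stock. Lysed, then beta-galactosidase activity read as FDG fluorescence (ex 480/em 540) after 30 min, with pre-read for autofluorescence.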
# CXXC DNA block – qHTS Fluorescence Polarization Assay for Inhibitors of MLL CXXC domain - DNA interaction | Histone-lysine N-methyltransferase 2A (Homo sapiens), Q03164 | MLL-CXXC / FITC-HOXA9 DNA fluorescence polarization | Potency, µM (doses to about 115 µM), for the others: at the top dose activity change, negative = inhibition, usual class: inhibitors | actives 0.037% (n = 290,000) | AID 2662, 2010; active means well fitted inhibition curve with a large enough effect in the polarisation, with a control signal flat, not every such curve was filed as active; inconclusive means small, poorly fitted or top-dose-only effect, or effect the other way, or a change in a side signal; inactive means no such curve, though single readings can be large or run the other way; the % refers to the polarisation; further: potency means the concentration at half of the fitted maximal effect
#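 Fluorescence polarization: 7 uM MLL-CXXC (stock) preincubated 5 min with compounds, then 50 nM fluorescein-HOX-A9 DNA (stock) added; 30 min ambient. Buffer 50 mM Tris-HCl pH 7.5, 50 mM NaCl, 1 mM DTT, 0.05% BSA.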
# A-T KAP1 phos – qHTS Assay for Identifying a Potential Treatment of Ataxia-Telangiectasia. […] A-T fibroblasts, KAP-1 phosphorylation AlphaLISA; neocarzinostatin DNA damage 30 min before lysis. Potency, µM (highest dose often 57.5 µM), inactives show at the highest dose activation, hits mostly activators. AID 485349, 2010. actives 0.19% (n = 320,000); further: potency means the concentration at half of the fitted maximal effect; % of control where 0% means no effect; nearly all actives have a fitted effect of over 45% in size
#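 hTERT-immortalized A-T patient fibroblasts ([…]), 500 cells/well in OPTI-MEM, 1% FBS, got compounds for 60 min, then NCS for 30 min at 37C. Lysates were then assayed for phospho-KAP-1 by AlphaLISA (anti-pKAP1 donor, anti-KAP1 acceptor beads), 6 hr at 25C.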
# GALK inhibitor – qHTS Assay for Inhibitors of Human Galactokinase (GALK) | P51570 | Purified GALK, Kinase-Glo residual ATP luminescence | Potency, µM (top dose mostly 57.5 µM), for inactives: top-dose activity change, negative = inhibition, actives largely listed as inhibitors | actives 0.007% (n = 270,000) | AID 1868, 2009; further: potency means the concentration at half of the fitted maximal effect; on the % scale 0 is the no-effect control and ±100 the full control effect
#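 Quantitative HTS: GALK 5 nM, ATP 35 uM, galactose 100 uM, 1 h room temperature, then luciferase-based ATP detection.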
# S-ASM inh – Inhibitors of Secretory Acid Sphingomyelinase (S-ASM): qHTS; placental ASM, HMU-PC fluorogenic substrate, 60 min; Potency, µM (doses to about 57.5 µM), for the others: at the top dose activity change, negative = inhibition, hits mostly inhibitors; actives 0.006% (n = 340,000); further: potency means the concentration at half of the fitted maximal effect
# Target sequence (P17405 47-631 limits assumed): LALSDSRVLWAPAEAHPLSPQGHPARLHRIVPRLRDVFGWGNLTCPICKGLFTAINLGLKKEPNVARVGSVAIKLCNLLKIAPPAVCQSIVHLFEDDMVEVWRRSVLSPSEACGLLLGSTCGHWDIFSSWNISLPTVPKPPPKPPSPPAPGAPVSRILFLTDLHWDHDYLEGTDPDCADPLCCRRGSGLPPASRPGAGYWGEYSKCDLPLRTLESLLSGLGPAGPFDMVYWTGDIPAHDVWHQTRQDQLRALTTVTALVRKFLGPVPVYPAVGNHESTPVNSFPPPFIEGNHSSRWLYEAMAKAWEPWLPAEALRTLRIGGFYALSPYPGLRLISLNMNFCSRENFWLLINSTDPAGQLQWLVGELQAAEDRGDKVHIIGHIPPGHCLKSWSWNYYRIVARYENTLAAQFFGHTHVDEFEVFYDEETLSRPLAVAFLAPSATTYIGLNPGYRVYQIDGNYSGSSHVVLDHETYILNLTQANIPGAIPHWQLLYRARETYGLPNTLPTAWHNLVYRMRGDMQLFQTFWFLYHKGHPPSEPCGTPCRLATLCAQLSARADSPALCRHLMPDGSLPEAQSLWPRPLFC
#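 Fluorescence read-out (Ex 386 nm, Em 447 nm) after stopping the reaction at pH 10. Enzyme: ASM from human placenta; substrate HMU-PC0, 9 uM final; 60 min, 37 °C. Compound preincubation 10 min, ambient temperature.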
# An asterisk follows results filed as active; ? = inconclusive; nt = no result given; & = joins results of further samples; [ ] = remark or other dose. Unless noted, the call rests on the fitted dose curve; in most records, active means well fitted curve in the direction sought with a large enough effect; inconclusive means small, poorly fitted or top-dose-only effect, or another doubt; inactive means no such curve, though single readings can be large; an effect the other way counts as inactive or inconclusive.
SMILES,TRPV1 ag,hERG WT inh,KCNH2 3.1 inh,MBNL1 CUG block,FBPA coupling cs,Integrin act MD,CXXC DNA block,A-T KAP1 phos,GALK inhibitor,S-ASM inh
COc1cccc(NC(=O)C2CC(=O)N(Cc3ccc(C)cc3)C2)c1 (configuration not stated),-7,3,4,-6%,-1,-7%,3%,1%,5%,-1%
COc1ccc(CSc2nncn2N)cc1[N+](=O)[O-],-1,-5,-7,nt,0,-9%,4%,-7%,1%,0%
CCc1cccc(NC(=O)c2cc(S(=O)(=O)N(C)C)ccc2N2CCCC2)c1,2,15,-4,-4%,0,3%,-5%,-2%,0%,-5%
COc1cccc(C2C(C(=O)Nc3cccnc3)=C(C)Nc3nnnn32)c1OC (configuration not stated),-1,-14,2,-12%,1,-44%,3%,-1%,3%,4%
Fc1ccc(N2CCN(C(c3cccs3)c3nnnn3CCc3ccccc3)CC2)cc1 (configuration not stated),2,20,-26,2%,-1,5%,5%,-1%,0%,-2%
CC(=O)Nc1cccc2ncccc12,-3,-3,2,13%,0,10%,5%,-2%,-1%,0%
COc1ccc2nc(NCc3ccccc3)[nH]c2c1,-2,8,7,0%,-1,-7%,5%,-1%,-2%,-1%
COc1cccc(C(=O)COc2cccc(NC(=O)c3ccco3)c2)c1,14,13,?,-15%,-2,-2%,-6%,-3%[11.5 µM],-4%,-3%
Cc1ccccc1CN1CCN(C(=O)c2ccc(S(=O)(=O)NCc3ccco3)cc2)CC1,-1,-1,29,nt,nt,?,nt,7%,nt,1%
O=C(NC1CC1)C1CCN(C2CCN(Cc3ccccc3C(F)(F)F)CC2)CC1,5,15,15,5%,nt,-16%,22%,8%,-4%,4%
CC1CCN(CC(=O)Nc2nccs2)CC1,1,-5,-7,1%,2,-4%,1%,9%,0%,6%
COc1ccc(OC)c(NC(=O)CSc2ccc3nnc(-c4ccccn4)n3n2)c1,2,-4,-10,0%,-1,33%,1%,2%,4%,4%
COc1ccc(N2CCN(C(=O)c3sc4ncn(CC(=O)N5CCCCC5)c(=O)c4c3C)CC2)cc1,1,11,-6,-2%,2,-16%,-4%,-1%,-3%,4%
CCN(CC(=O)Nc1ccccc1C(F)(F)F)C(=O)Cc1ccc2c(c1)CCC2,19,-4,-11,nt,nt,-4%,nt,-2%,nt,2%
CCOC(=O)Cc1c(C)nc2cc(-c3ccc(Cl)cc3)[nH]n2c1=O,1,-9,-5,5%,2,0%,9%,-12%,0%,2%
O=C(O)Cc1ccc2oc(-c3cccnc3)nc2c1,-1,-4,16,-1%,4,0%,4%,1%,3%,-3%
Cc1nn(C)c(Cl)c1CN1CCC(CO)(CCOc2ccccc2)CC1,7,11,-14,-36%,4,-9%,-6%,4%,0%,9%
Cc1nn(-c2ccccc2)c2c1C1(C(=O)N3c4c(cccc41)C(C)CC3(C)C)C(C#N)=C(N)O2 (configuration not stated),-3,0,-5,?,-59*,-20%,-5%,6%,-1%,-4%
O=C1CCCN1CC(O)CS(=O)(=O)c1ccc(Cl)cc1 (configuration not stated),1,-1,4,3%,1,3%,-21%,-6%,0%,4%
O=C(CN1C(=O)/C(=C/c2ccccc2)SC1=S)Nc1ncc(Cc2ccccc2)s1,-3,1,20,-6%,3,6%,24%,nt,3%,-7%
COc1ccccc1NC(=S)NNC(=O)c1c(Cl)c(C)nn1C,13,7,-8,10%,nt,4%,14%,-16%,-3%,2%
CCOC(=O)c1[nH]c(C)c(C(=O)OCC(=O)N2CCCCC2C)c1C (configuration not stated),11,-1,14,-7%,-12,6%,-8%,4%,-3%,-3%
CCC1=Nc2cc(C(=O)NCCCN3CCOCC3)ccc2Sc2ccccc21,20,12,-13,-3%,1,-22%,2%,-10%,-2%,-1%
O=C(NC1CCCC1)c1ccc(Cl)s1,?,2,-6,-4%,nt,45%,24%,3%,-2%,6%
CCN(CC1CCCO1)C(=O)CCc1nnc(CCc2ccc(OC)cc2)o1 (configuration not stated),2,0,43,-12%,3,21%,-2%,-2%,7%,3%
CCOC(=O)C1CCN(C(=O)COc2ccc([N+](=O)[O-])cc2)CC1,4,5,-23,?,0,18%,?,-2%,1%,-5%
O=C(/C=C/c1ccc(Cl)cc1)NC(=S)Nc1ccc(N2CCOCC2)c(Cl)c1,-3,-3,-5,-12%,4,-23%,9%,1%,0%,0%
Cc1cccc(C(=O)N/N=C2/SCC(=O)N2Cc2ccccc2)c1,1,-1,-14,0%,0,4%,-3%,3%,0%,3%
O=C(NCC(c1ccco1)N1CCc2ccccc2C1)c1ccc(Cl)c([N+](=O)[O-])c1 (configuration not stated),3,3,-2,nt,nt,-28%,nt,-4%,nt,-2%
COc1cccc(NC(=O)CN(C)C(=O)Cc2c(C)nc3ccccc3c2C)c1,-1,-1,2,nt,nt,-9%,nt,-1%,nt,4%
COc1nccnc1NS(=O)(=O)c1ccc(N)cc1,2,7,0,-8%,2,2%,8%&-4%,-4%,2%,1%
CCCSc1nnc(Cc2cc(=O)[nH]c(=O)[nH]2)n1-c1cc(C)ccc1C,-1,-89*,10,-3%,2,17%,7%,5%,0%,5%
COc1cccc(N2C(=O)CC(N3CCc4ccccc4C3)C2=O)c1 (configuration not stated),3,2,24,-8%,-1,10µM*,4%,3%,2%,3%
C[C@H](CO)N1C[C@H](C)[C@@H](CN(C)C)Oc2c(NC(=O)CCC(F)(F)F)cccc2C1=O,nt,1,4,nt,nt,3%,nt,-5%,nt,-1%
O=C(NCCc1ccc(C(F)(F)F)cc1)C1CCC(=O)N(CCCN2CCCC2=O)C1 (configuration not stated),-2,-2,-2,-4%,-3,-1%,2%,-1%,5%,0%
O=C(O)C1=NN(c2cc(Cl)c(S(=O)(=O)O)cc2Cl)C(=O)C1,nt,-1,-4,nt,nt,12%,nt,nt,nt,5%
Cc1cccc(CN2CCN(C3CCCC3)C(CCO)C2)n1 (configuration not stated),6,-7,nt,-2%,1,-2%,0%,-3%,1%,4%
COc1ccc(S(=O)(=O)N2CCC(Cc3ccccc3)CC2)cc1NC(C)=O,11,-3,-21,-5%,10,10%,-4%,14%,7%,-3%
COc1ccc(N(CC(=O)NCc2ccc(C)cc2)S(=O)(=O)c2c(C)[nH]c(=O)[nH]c2=O)cc1,3,-2,4,-5%,3,12%,-4%,-9%,0%,-4%
CC(NC(=O)c1ccccc1)C(=O)N/N=C/c1ccc(O)cc1 (configuration not stated),4,12,-12,15%,1,10%,7%,-1%,0%,2%
O=C(Cn1cnc2c(nnn2-c2cccc(Cl)c2)c1=O)N1CCCC1,2,3,-13,6%,4,28%,3%,nt,0%,2%
COc1ccc(CC(=O)Nc2ccc(-c3noc(-c4cccc(OC)c4)n3)cc2)cc1,nt,-20,2,-4%,-2,4%,32%[activator],4%,1%,4%
c1coc(-c2nnc(-c3ccco3)nn2)c1,-4,9,10,?,-44*,-75%[inhibitor],21%,2%,3%,-2%
Cc1cc(C)c(OCCOCCN2CCN(C)CC2)c(Cl)c1,3,-1,-6,-14%,-1,0%,13%,4%,-4%,-1%
COc1ccc(NC(=O)C2C3C=CC4(O3)C2C(=O)N(CCN2CCCCC2C)C4C(=O)NC2CCCC(C)C2C)cc1 (configuration not stated),3,6,-3,-3%,2,-23%,10%,2%,6%,4%
COC(=O)Nc1nn(-c2ccc(C)cc2)c(=O)c(C#N)c1C,-1,-10,0,?,-1,24%,3%,-1%,1%,1%
CC(C)n1cc(/C(N)=N/O)c(=O)n(Cc2ccccc2)c1=O,-3,-9,9,-6%,2,-29%,3%,-1%,nt,0%
O=C(N/C(=C\c1cccc([N+](=O)[O-])c1)C(=O)N1CCOCC1)c1ccc([N+](=O)[O-])cc1,-1,10,-22,?,-4,-9%,-5%,-2%,-2%,-1%

# From PubChem BioAssay

# Compounds as they come; 2% or so of the library scored in one or more.
